# SW480 rereplic: DNA re-replication induction in SW480 cells. SW480 DNA re-replication, Hoechst DNA content imaging, 48 h. Potency, µM (doses to about 46.1 µM), inactives show at the top dose re-replication activation, hits mostly activators. actives 1.8% (n = 340,000); further: potency means the concentration at half of the fitted maximal effect; % of control where 0% means no effect; nearly all actives have a fitted effect of over 55% in size
#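 Cells (250 per well) received 23 nL compound or DMSO by pin tool and were kept 48 hr at 37 C, 5% CO2. Nuclei were then stained with Hoechst for 40 min and scanned for DNA content.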
# ATXN viability: reduces viability in counter-screen for ATXN expression inhibitors | S2 cells (HEK-293 line with an ATXN2-luciferase reporter) viability, CellTiter-Fluor protease fluorescence, 24 h | Potency, µM (top dose mostly 56.7 µM), actives largely listed as cytotoxic | actives 0.49% (n = 400,000); further: potency means the concentration at half of the fitted maximal effect; nearly all actives have a fitted effect of over 40% in size
# IL-1B inflam inh: inhibitors of inflammasome signaling (IL-1 beta secretion); actives 4.7% (n = 360,000); activity change, % at 57.5 µM; THP-1 LPS/ATP IL-1B secretion, AlphaLISA, 16 h; active compounds read low; in the data active means activity change below about -50%; inconclusive means mostly about -30% to -49%; further: on the % scale 0 is the no-effect control and ±100 the full control effect
#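 Secreted IL-1B measured by AlphaLISA bead assay after 16 h compound exposure of THP-1 cells; compounds (final up to 57.5 uM) added 1 h before LPS (250 ng/mL) and ATP (1.25 mM) stimulation; lower signal means less secretion.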
# ATXN2 expr inh: ATXN2 expression inhibition. HEK-293 ATXN2-luciferase reporter, luminescence, 24 h. Potency, µM (highest dose often 57 µM), without a hit: at the highest dose activity change, negative = inhibition, hits mostly inhibitors. actives 0.72% (n = 360,000); further: potency means the concentration at half of the fitted maximal effect; on the % scale 0 is the no-effect control and ±100 the full control effect; nearly all actives have a fitted effect of over 55% in size
#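 ATXN2-luciferase reporter cells (luciferase flanked by upstream and downstream ATXN2 gene portions) were treated 24 h at 37 °C with compounds at up to 57 uM. SteadyGlo luminescence gave expression; GF-AFC fluorescence gave viability.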
# HT1080NT lethal: kills 2HG-producing HT-1080-NT fibrosarcoma cells; HT-1080-NT fibrosarcoma viability, CellTiter-Glo ATP luminescence, 48 h; Potency, µM (series often up to 46.1 µM), for the others: at the highest dose activity, negative = less viability, actives largely listed as cytotoxic; actives 1.6% (n = 360,000);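 further: NT is the 2HG producing partner of a matched IDH1 knockdown line; potency means the concentration at half of the fitted maximal effect; 0% = DMSO-treated cells and -100% = media-only wells without cells; nearly all actives have a fitted effect of over 55% in size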
#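 HT-1080-NT; 750 cells/well; 5% FBS RPMI; 48 h compound, 37 degrees C; CellTiter-Glo luminescence; curve fitting and curve-class assignment.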
# HepG2 viability: HepG2 cytotoxicity, counter-screen for TGF-b inhibitors; HepG2 CAGA-GFP viability, ATP luminescence, 18 h; Potency, µM (doses to about 46.1 µM), without a hit: at the highest dose activity change, negative = cytotoxicity, usual class: cytotoxic; actives 0.76% (n = 410,000); further: potency means the concentration at half of the fitted maximal effect; some results filed as inactive show a strong effect at the top dose
#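 HepG2 CAGA-GFP cells (1000/well, DMEM with 1% FBS) received compound, then TGF-beta at 500 pg/mL final, and were incubated 18 hours at 37 degrees C. Viability was read by CellTiter-Glo luminescence. Media-only wells were set as complete cell-killing and DMSO as no toxicity.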
# KB-3-1 tox: KB-3-1 parental cell cytotoxicity. KB-3-1 viability, CellTiter-Glo ATP luminescence, 72 h. Potency, µM (series often up to 46.1 µM), without a hit: at the top dose activity change, negative = cytotoxic, usual class: cytotoxic. actives 1.4% (n = 400,000). AID 1347075; further: potency means the concentration at half of the fitted maximal effect; on the % scale 0 is the no-effect control and ±100 the full control effect; nearly all actives have a fitted effect of over 60% in size
#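 Parental KB-3-1 adenocarcinoma cells in phenol-red-free DMEM with 10% FBS were pin-treated with compounds at several concentrations, incubated 72 h at 37 °C, and viability read by CellTiter-Glo luminescence; concentration-effect curves were fitted after normalization.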
# HT1080 IDH1KD tx: kills HT-1080 cells with IDH1 knockdown. Potency, µM (series often up to 46.1 µM), for the others: top-dose activity, negative = toxicity, actives largely listed as cytotoxic. actives 2% (n = 360,000). HT-1080 IDH1 knockdown viability, ATP luminescence, 48 h. AID 686971;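 further: potency means the concentration at half of the fitted maximal effect; 0% = DMSO wells and -100% = cell-free medium wells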
#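 After a 2 h attachment period, IDH1KD HT-1080 cells took pin-transferred compound for 48 h at 37 °C; ATP-based luminescence after 10 min room-temperature reagent incubation reported viability.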
# MCF10A rerep: induces DNA re-replication in MCF 10a normal breast cells; MCF 10A DNA re-replication, Hoechst nuclear intensity, 48 h; Potency, µM (doses to about 46.1 µM), inactives show top-dose activity, positive = re-replication, usual class: activators; actives 2.9% (n = 350,000); AID 624296; further: potency means the concentration at half of the fitted maximal effect; % of control where 0% means no effect; nearly all actives have a fitted effect of over 50% in size
# An asterisk follows results filed as active; i = inactive; ? = inconclusive; . = not tested or not shown; & = joins results of further samples; [ ] = remark or other dose. Unless noted, the call rests on the fitted dose curve; in most records, active means well fitted curve in the direction sought with a large enough effect; inconclusive means small, poorly fitted or top-dose-only effect, or another doubt; inactive means no such curve, though single readings can be large; an effect the other way counts as inactive or inconclusive.
SMILES,SW480 rereplic,ATXN viability,IL-1B inflam inh,ATXN2 expr inh,HT1080NT lethal,HepG2 viability,KB-3-1 tox,HT1080 IDH1KD tx,MCF10A rerep
COc1ccccc1NC(=O)Cn1c(=O)n(Cc2nc(C)no2)c(=O)c2cc3c(cc21)OCO3,.,i,.,-1%,.,-40%,-2%,.,.
CCC(C)(O)C(=O)N[C@H]1CCCN1C(=O)/C=C/c1ccccc1 (stereo partly specified),6%,i,-16,4%,-7%,-5%,0%,5%,0%
CCN(CC)c1nc2ccccc2n2cnnc12,-4%,i,12,-17%,0%,-35%,-3%,-11%,9%
Cc1ccc(NC(=O)CCc2c(C)nn(-c3ccc(N4CCOCC4)nn3)c2C)cc1F,-1%,i,-10,2%&16%,-4%,-12%&-12%,-4%&-1%,-3%,2%
COCCNc1nc2ccccc2n1CC(=O)c1ccc(OC)c(OC)c1,-2%,i,-20,2%,-4%,-6%,4%,-7%,2%
COc1ccc(C)cc1NS(=O)(=O)c1ccc2c(c1)CCCN2C(C)=O,.,i,.,-1%,.,8%,-4%,.,.
Clc1ccc2c(c1)-c1c(cnc3cc(-c4ccccc4)nn13)CO2,.,i,.,14%,.,-5%,0%,.,.
COc1ccccc1OCCNC(=O)CN1C(=O)NC2(CCCC2)C1=O,-15%,i,16,10%,17%,4%,13%,17%,-2%
Cc1ccc2oc(=O)n(CCOc3ccccc3)c2c1,-13%,i,-12,12%,30%,4%,2%,27%,0%
CCOC(=O)CSc1nnc(-c2cccnc2)n1Cc1ccccc1,-10%,i,-10,-4%,8%,2%,17%,2%,-12%
Cc1ccc(N2CC(C(=O)N3CCC(C(=O)Nc4ccc(Br)cc4)CC3)CC2=O)cc1 (stereo unspecified),6%,i,-61*,?,-3%,-12%,-1%,?,-3%
CCC1=C2CC[C@H]3C(=O)N(CC)C(=O)[C@H]3[C@H]2[C@@]2(Cc3ccccc3)C(=NCCOC)OC(=O)N2C1=O,-1%,?,1,-1%,0%,1%,3%,5%,-4%
c1ccc(-c2nn3c(Cn4nnc5ccccc54)nnc3s2)nc1,-14%,i,13,1%,-5%,1%,-2%,21%,15%
O=C(Nc1ccccn1)NC(C(F)(F)F)C(F)(F)F,9%,i,15,2%,19%,1%,13%,3%,14%
C[C@H](CO)N1C[C@H](C)[C@@H](CN(C)C(=O)CN2CCOCC2)Oc2ncc(-c3cncnc3)cc2C1=O,.,i,?,3%,-9%,-65%,13%,14%,.
O=C(c1ccccc1NS(=O)(=O)c1ccc(F)cc1F)N1CCCCC1,-1%,i,15,-18%,18%,-1%,5%,-3%,11%
CCOc1ccc(S(=O)(=O)N2CCOCC2)cc1NC(=O)CN1C(=O)NC(C)(C2CC2)C1=O (stereo unspecified),.,?,-11,.,5%,13%,5%,2%,.
Cc1ccccc1OCC(=O)NCC(=O)OCC(=O)c1ccc([N+](=O)[O-])cc1,-4%,i,?,3%,0%,-2%&-2%,0%&-3%,1%,-2%
CC(C)(C)c1ccc(NC(=O)NC2CCCc3ccccc32)cc1 (stereo unspecified),?,?,0,.,?,5%,?,?,?
COCCNC(=O)C(c1ccccc1)N(CCOC)C(=O)Cn1nnc2ccccc21 (stereo unspecified),-2%,i,28,-14%,15%,-5%,-3%,9%,1%
Cc1cc(C)c(NC(=O)Cn2cc3c(n2)CCCC3)c(C)c1,-1%,i,34,4%,7%,-3%,-12%,6%,-3%
CC1CCN(CCCNS(=O)(=O)c2cc(Br)cc3c2N(C(=O)C2CC2)CC3)CC1,-1%,i,-20,1%,-15%,5%,-1%,-15%,18%
Cc1cc(C(F)F)n2ncc(C(=O)NCc3ccc(F)cc3)c2n1,0%,i,-11,-4%,2%,-1%,18%,-8%,25%
CCOc1ccc(C(=O)NCC(=O)OCC(=O)Nc2cccc(S(=O)(=O)N3CCCC3)c2)cc1,-32%,i,0,.,-3%,-1%,2%,8%,-2%
COc1ccc(NS(=O)(=O)c2cccc(-c3n[nH]c(=S)n3Cc3ccccc3)c2)cc1,-5%,i,38,-1%,0%,-1%,3%,-12%,9%

# Given with two lines to a compound: entries from further up.
# The line under a structure holds: SW480 rereplic, ATXN viability, IL-1B inflam inh, ATXN2 expr inh, HT1080NT lethal, HepG2 viability, KB-3-1 tox, HT1080 IDH1KD tx, MCF10A rerep
- COc1ccccc1NC(=O)Cn1c(=O)n(Cc2nc(C)no2)c(=O)c2cc3c(cc21)OCO3
    ., i, ., -1%, ., -40%, -2%, ., .
- CCC(C)(O)C(=O)N[C@H]1CCCN1C(=O)/C=C/c1ccccc1 (stereo partly specified)
    6%, i, -16, 4%, -7%, -5%, 0%, 5%, 0%
- CCN(CC)c1nc2ccccc2n2cnnc12
    -4%, i, 12, -17%, 0%, -35%, -3%, -11%, 9%
- Cc1ccc(NC(=O)CCc2c(C)nn(-c3ccc(N4CCOCC4)nn3)c2C)cc1F
    -1%, i, -10, 2%&16%, -4%, -12%&-12%, -4%&-1%, -3%, 2%
- COCCNc1nc2ccccc2n1CC(=O)c1ccc(OC)c(OC)c1
    -2%, i, -20, 2%, -4%, -6%, 4%, -7%, 2%
- COc1ccc(C)cc1NS(=O)(=O)c1ccc2c(c1)CCCN2C(C)=O
    ., i, ., -1%, ., 8%, -4%, ., .
- Clc1ccc2c(c1)-c1c(cnc3cc(-c4ccccc4)nn13)CO2
    ., i, ., 14%, ., -5%, 0%, ., .
- COc1ccccc1OCCNC(=O)CN1C(=O)NC2(CCCC2)C1=O
    -15%, i, 16, 10%, 17%, 4%, 13%, 17%, -2%

# Additional structures follow.
SMILES,SW480 rereplic,ATXN viability,IL-1B inflam inh,ATXN2 expr inh,HT1080NT lethal,HepG2 viability,KB-3-1 tox,HT1080 IDH1KD tx,MCF10A rerep
CC(=O)C1=C(C)NC(SCC(=O)Nc2nc3ccccc3s2)=C(C#N)C1c1ccc(Cl)cc1 (stereo unspecified),16µM*,.,-3,0%,-21%,-4%,?,-3%,22%
COc1ccc(Cn2cc(S(=O)(=O)c3ccc(C)cc3)c(=O)c3cc(F)ccc32)cc1,.,i,.,8%,.,10%,4%,.,.
CCOc1ccc(C2(C)NC(=O)N(CCN(C)C)C2=O)cc1 (stereo unspecified),-5%,i,28,1%,5%,2%,18%,11%,3%
CSc1ccc(/C=C/C(=O)c2ccc(NC(=O)Cc3ccccc3)cc2)cc1,18µM*,i,-20,-12%,?,-25%,-7%,16µM*,?
Cc1ccccc1C(=O)NC(CC(C)C)C(=O)NN1C(=O)c2ccccc2C1=O (stereo unspecified),-4%,i,-11,-1%,0%,-4%,?,11%,-2%
CCOCC(=O)Nc1cc(Cl)ccc1C,-142%[inhibitor],i,14,3%,29%,18%,13%,17%,8%
CC1=C(C(=O)N2CCCC(C(=O)c3cccc4ccccc34)C2)OCCO1 (stereo unspecified),2%,i,?,.,-4%,-52%,-22%,-10%,-5%
Cc1c(N(C)S(=O)(=O)c2ccc(Cl)c(C(=O)N3CCC(C(N)=O)CC3)c2)c(=O)n(-c2ccccc2)n1C,6.5µM*,i,33,3%,1%,-6%,3%,1%,8%
CS(=O)(=O)N(CC(=O)Nc1ccccc1-c1ccccc1)c1ccc(F)cc1,-2%,i,0,-5%,-16%,3%,10%,-12%,2%
O=C(Cn1c(=O)n(Cc2ccco2)c(=O)c2oc3ccccc3c21)Nc1ccc(F)cc1F,.,i,.,5%,.,-9%,2%,.,.
O=C(NCc1ccccc1)Nc1cccn(Cc2c(F)cccc2Cl)c1=O,?,i,60,-33%,-27%,13%,?,?,?
COc1ccc(N2CCN(CCC(N)=O)CC2)cc1,-5%,i,3,7%,6%,6%,18%,0%[9.24 µM],1%
CC(C)NC(=O)C1(C)CSCC(=O)N1CCCn1ccnc1 (stereo unspecified),.,.,18,.,11%,.,8%,5%,.
CCCCn1c(N)c(N(CCOC)C(=O)c2ccc(-c3cccc(C(F)(F)F)c3)o2)c(=O)[nH]c1=O,-15%,i,-13,-5%,-10%,-5%,0%,-2%,3%
CCc1ccccc1NC(=O)c1onc(C)c1Cl,-8%,i,17,4%,-9%,-3%,9%,13%,12%
CCOC(=O)/C=C/C(=O)OCC(=O)Nc1ccc(Cl)cc1Cl,-3%,i,-6,2%,9%,-1%,0%,9%,?
COCCCN=C(c1ccco1)n1c(=S)nc(-c2ccco2)n(CCCOC)c1=S,0%,i,7,24%,5.6µM*,-6%,14%,7.9µM*,?
COc1ccc(C(NC(C)=O)c2nccc3cc(OC)c(OC)cc23)cc1OC (stereo unspecified),?,i,0,0%,3%,9%,0%,1%,3%
CCOCCCn1c(C)nc2c[n+](CC(=O)c3ccc4ccccc4c3)cc(Br)c21,-18%,i,-58*,-29%,-3%,-7%,?,0%,-1%
N#Cc1cc(-c2ccc(Cl)cc2)cnc1Sc1ccccc1,-1%,i,-24,16%,0%[9.24 µM],-5%,7%,2%,?
O=C(CSc1nc2ccccc2nc1Cc1ccccc1)NCc1ccccc1Cl,.,i,.,4%,.,4%,11%,.,.
CC(=O)Nc1ccc(-c2csc(NC(=O)CCCc3cccs3)n2)cc1,0%,i,-11,-5%,12%,7%,0%,18%,?
CCOP(=O)(c1ccc(N(C)C)cc1)C(O)c1ccc(C)cc1 (stereo unspecified),-9%,i,10,1%,18%,-7%,2%,13%,-6%
COc1cccc(Cn2c3ccc(NC(=O)CC(C)C(F)(F)F)cc3c(=O)n2C)c1 (stereo unspecified),.,i,-20,-2%,4%,0%,?,8%,.

# Compound activity from PubChem BioAssay.

# Hits appear at their usual frequency. About 8.9% of those tested had a hit in this group.
